# TWEAK Fn14 block = inhibitors of TWEAK-Fn14 interaction signaling | TWEAK-stimulated Fn14 reporter cells, luciferase luminescence, 8 h | inhibition, % at 10 µM | 360,000 tested, 2% active; in the data active = inhibition above about 50%
# MITF TRPM1 inh = inhibitors of MITF-driven TRPM1 promoter in melanoma cells. SK-MEL-5 TRPM1 promoter luciferase, 24 h. inhibition, % at 12.5 µM. 330,000 tested, 0.83% active;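 active = mean inhibition across replicates of 60% or more, whatever share of single replicates reaches that level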; also: values of inactives mirror those of a sister screen read the other way
# Shn3 3UTR inh = Schnurri-3 reporter inhibition in Clone20 osteoblasts; Clone20 osteoblast Shn3 3'UTR firefly luciferase, 24 h; inhibition, % at 12.5 µM; 360,000 tested, 0.52% active;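 active = mean inhibition of at least 75% with every replicate also reaching 75%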;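 also: 0% = median of neutral control wells and 100% = pilot-screen positive control compound; some compounds past the cut are filed as inactive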
# HIF-2a inh = inhibitors of HIF-2a; 360,000 tested, 0.72% active; 786-0 RCC cells HIF-2a reporter, luciferase luminescence, overnight; inhibition, % at 18.8 µM;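 active = inhibition of the luminescence signal of 40% or more relative to plate controls, in a single-dose primary screen at 18.75 µM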
# NR2E3 ag-1 = activates human NR2E3 receptor | 360,000 tested, 0.35% active | inhibition of corepressor binding, % at 3.98 µM | Q9Y5X4 | CHO-S Gal4-NCOR/VP16-NR2E3 two-hybrid, luciferase | AID 602229;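 active = inhibition above the mean of all tested compounds plus 3 SD, cut at about 70% in these data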;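 also: 0% = DMSO with NR2E3 transfected cells and 100% = cells lacking NR2E3 construct; higher means lower luciferase signal from less NR2E3 corepressor binding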
# Target sequence (Q9Y5X4 whole entry, looked up, the tested form may be a part): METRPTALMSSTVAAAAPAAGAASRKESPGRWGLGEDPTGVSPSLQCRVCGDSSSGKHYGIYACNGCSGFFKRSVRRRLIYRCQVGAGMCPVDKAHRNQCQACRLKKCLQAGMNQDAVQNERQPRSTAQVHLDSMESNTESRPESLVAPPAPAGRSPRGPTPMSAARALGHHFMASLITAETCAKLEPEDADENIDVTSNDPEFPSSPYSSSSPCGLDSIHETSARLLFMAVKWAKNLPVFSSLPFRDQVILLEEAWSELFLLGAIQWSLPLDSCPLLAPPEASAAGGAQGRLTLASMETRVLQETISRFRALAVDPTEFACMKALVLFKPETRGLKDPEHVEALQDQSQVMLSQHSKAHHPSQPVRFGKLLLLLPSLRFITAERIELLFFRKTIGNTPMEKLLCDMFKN
# CF NFkB inh = blocks PAF-induced NF-kB reporter in cystic fibrosis cells. inhibition, % at 5 µM. 360,000 tested, 0.86% active. KKLEB NF-kB-GFP reporter, GFP fluorescence overnight;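 active = at least 50% inhibition at 5 µM, scaled per plate between neutral and stimulator controls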;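 also: PAF is a Pseudomonas aeruginosa culture filtrate used as stimulus; plate controls were PAF-stimulated DMSO wells for no effect and unstimulated DMSO wells for full effect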
# iPSC survival up = increases survival of single human iPS cells; hiPSC single-cell survival, ATPlite luminescence; 100% = ROCK inhibitor wells, 0% = DMSO; 360,000 tested, 0.044% active; survival enhancement, % at 20 µM; in the data active = survival enhancement above about 18%;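 also: cells exposed to compounds for 16 hours before the ATP read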
# aDG glyco up = increases alpha dystroglycan glycosylation; activation, % at 10 µM; 360,000 tested, 0.22% active; AID 624168; Pro5-aDG cells, alpha-DG glycosylation AlphaScreen (IIH6); 0% Pro5, 100% B10-LARGE cell signal;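 active = activation of at least 8% versus controls, or a plate z-score of at least 8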;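 also: Pro5 are CHO cells carrying HIG-tagged alpha-DG that lacks glycosylation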
# Peg3 prom inh = Peg3 promoter activity inhibition | HeLa PEG-Prom luciferase reporter, luminescence, overnight | inhibition, % at 20 µM | 360,000 tested, 1.7% active;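 active = inhibition of at least 50% at 20 µM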
# NR2E3 ag-2 = NR2E3 (human) agonism; GST-NR2E3/biotin-RetCOR TR-FRET, 1536-well; 320,000 tested, 0.12% active; AID 2300; inhibition of corepressor binding, % at 4.78 µM;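 active = percent inhibition above the cutoff of mean plus 3 SD of all tested compounds, set per screening campaign, cut at about 20% in these data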;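 also: 0% = DMSO wells and 100% = biotin wells as full block of FRET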
#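 Material – GST-tagged NR2E3 plus biotinylated RetCOR corepressor · Quantity – NR2E3 fusion 1.35 nM · Times – 5 h incubation at 4 °C · Medium – pH 7.5 Tris-based buffer · Technique – TR-FRET, Eu(K)-anti-GST donor, streptavidin-D2 acceptor, ex 340, em 617/671 nm · Benchmarks – high control biotin, low control 0.6% DMSO · Format – 1536-well plates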
# KKLEB cytotox = counter-screen for CF NF-kB inhibitors: cytotoxicity | KKLEB CF airway cells viability, ATPlite luminescence, overnight; active compounds read low; cells stimulated with P. aeruginosa culture filtrate | 360,000 tested, 0.36% active | activity change (cytotoxicity), % at 5 µM;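 active = corrected activity change at or below -50% at 5 µM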
# Numbers without * were called inactive; . = no result given.
molecule,TWEAK Fn14 block,MITF TRPM1 inh,Shn3 3UTR inh,HIF-2a inh,NR2E3 ag-1,CF NFkB inh,iPSC survival up,aDG glyco up,Peg3 prom inh,NR2E3 ag-2,KKLEB cytotox
CN(C)c1cccc(N=C2C=C(N3CCOCC3)CC(C)(C)C2)c1,-7,12,4,13,-20,5,1.1,0.0,23,0,-4
CCN(CC)c1ccc(-c2nn3c(-c4cccnc4)nnc3s2)cc1,43,17,-3,-56,-29,-9,-3.0,-0.2,3,.,-1
COc1ccc(O)c(C(=O)c2cnn(C(=O)c3ccc(C)cc3)c2)c1,19,0,-8,-27,-47,19,-1.0,-0.3,-42,0,0
CCC(C(=O)NC1CCCC1)N(Cc1cccs1)C(=O)Cn1nnc(-c2ccc(OC)c(OC)c2)n1 (centres undefined),-4,8,24,-11,20,-34,-0.3,0.0,21,2,0
CC(C)N(C(=O)COC(=O)[C@@H]1CC(O)CN1S(=O)(=O)c1ccc(C(C)(C)C)cc1)C(C)C (some centres undefined),5,-3,9,12,13,-8,-2.0,0.2,-7,1,-3
CCC1=Nc2cc(C(=O)NCCN3CCOCC3)ccc2Sc2ccc(C)cc21,-18,-4,3,10,30,-31,-0.7,0.0,7,1,6
O=C(NCc1cc(Cl)cc(Cl)c1)c1csc(COCCO)n1,-7,.,9,11,4,-9,-2.9,0.0,8,.,16
Cc1ccc(S(=O)(=O)/N=C(\c2ccc(F)cc2)n2c(C)nc3ccccc32)cc1,-3,-5,-4,-11,6,-2,-4.6,0.0,8,0,-4
O=C(CSc1nc2ccccc2[nH]1)Nc1ccc2c(c1)CCC2,-4,2,-13,-19,-13,13,0.9,0.0,-23,-1,-5
O=C(c1ccc([N+](=O)[O-])cc1)N1CCSC1c1ccccc1Cl (centres undefined),-1,3,-3,21,-9,3,3.2,0.3,12,2,-3
Nc1cc(OCC(F)(F)F)cc(OCC(F)(F)F)c1,-4,3,-7,9,-15,4,-0.1,-0.4,-8,6,4
Cc1cccc(N2C(=O)c3ccc(C(=O)Nc4c[nH]c(=O)[nH]c4=O)cc3C2=O)c1,19,-1,-6,17,-1,8,0.4,0.0,-11,0,-5
CCOC(=O)N1CCN(C(=O)Nc2ccc3nc(C)c(C)nc3c2)CC1,-18,-6,4,5,-7,-2,-1.9,0.2,7,2,-1
CC1(C)CC(=O)C=C(c2cccc(Br)c2)C1,-1,5,3,-11,7,3,3.1,0.1,-5,2,9
CCCCC[n+]1ccn(-c2nc3ccccc3nc2[N-]S(=O)(=O)c2ccc(C)cc2)c1,-42,9,4,16,8,-11,-1.2,-0.4,21,3,10
COC(=O)c1ccc(CSc2ncnc3c2sc2nc(N4CCOCC4)c4c(c23)CCCC4)o1,-27,-3,3,-32,1,0,-2.3,-0.6,5,-1,-12
CC(Oc1cccc(Cl)c1)C(=O)Nc1ccc([N+](=O)[O-])cn1 (centres undefined),17,-14,12,9,-13,2,0.5,-0.1,-3,1,4
C[C@@H]1CN([C@H](C)CO)C(=O)CCCn2nncc2CO[C@H]1CN(C)C(=O)OCc1ccccc1,-30,.,-20,12,5,4,8.2,0.1,1,.,2
COc1ccc(C(=O)CSc2cc(C)nc3nc(C)nn23)cc1OC,-53,18,-25,7,-1,1,1.7,0.2,12,2,2
Cc1ccc(C(=O)CCC(=O)OCC(=O)N2c3ccccc3NC(=O)C2(C)C)cc1,16,9,-1,11,1,13,-0.4,-0.2,-5,.,13

# The results go on:
molecule,TWEAK Fn14 block,MITF TRPM1 inh,Shn3 3UTR inh,HIF-2a inh,NR2E3 ag-1,CF NFkB inh,iPSC survival up,aDG glyco up,Peg3 prom inh,NR2E3 ag-2,KKLEB cytotox
CCC(C)NC(=O)CSc1nc2ccsc2c(=O)n1NC(=O)c1ccccc1 (centres undefined),-9,-9,-25,-55,-20,-4,0.0,0.0,-31,-3,16
CC(=O)n1c2ccccc2c2ccccc21,-19,2,-17,-13,9,-2,-1.5,0.3,-6,0,-2
O=C(Nc1ccc(Cl)cc1)C1Cc2c(-c3ccc(Cl)cc3)ccnc2O1 (centres undefined),19,.,-16,8,-15,11,0.0,0.4,15,.,-12
Cc1cccc(-c2cc(C(=O)N/N=C/c3cccnc3)c3ccccc3n2)c1,-40,-9,-7,-104,-19,-24,-0.5,0.0,-67,1,11
Cc1ccc(S(=O)(=O)N[C@H](C(=O)N2CCC3(O)CCCCC3C2)c2ccccc2)cc1 (some centres undefined),3,-7,10,7,-7,-2,4.0,0.0,12,2,10
CCOc1ccccc1N1CCN(CC(=O)Nc2ccnn2C2CCCC2)CC1,9,1,22,11,-3,0,0.1,0.4,33,2,-2
CCSc1cc(N2CC(C)OC(C)C2)nc(-c2ccccc2Cl)n1 (centres undefined),-17,10,5,8,-3,8,-1.2,-0.1,8,3,2
CN/C(=C\[N+](=O)[O-])NCCSCc1csc(CN(C)C)n1,0,-9,-2,-3,-18,8,0.5,0.4,4,4,4
Cc1cccc(N=[N+]([O-])c2cccc(C)n2)n1,-20,-66,-24,-134,-43,20,-3.8,0.0,-124,.,0
Cc1nc2ccccc2n1S(=O)(=O)c1ccc(S(=O)(=O)N2CCCCCC2)cc1,4,3,2,11,-19,-1,-0.4,0.2,3,1,-10
CC(=O)Cc1cc(=O)c2c(C)cc(O)c(C3OC(CO)C(O)C(O)C3O)c2o1 (centres undefined),-9,5,4,7,-9,3,0.4,3.5,7,0,13
CCc1ccc2nc3c(c(C(=O)O)c2c1)CCC3,-3,11,3,7,-16,-12,6.5,-0.4,13,1,0
NC(=O)c1ncn([C@@H]2O[C@H](CNS(=O)(=O)c3cc(S(=O)(=O)c4ccccc4)cs3)[C@@H](O)[C@H]2O)n1,6,2,-5,0,9,2,-0.9,0.9,14,.,17
Cn1cc(SCC(=O)NCc2ccc(F)cc2)c2ccccc21,26,2,5,15,-13,5,-0.1,0.3,10,-1,0
CCOC(=O)c1ccc(NS(=O)(=O)c2c(C)n[nH]c2C)cc1,0,-7,5,5,-12,-11,-0.3,-0.1,-5,2,5
C/C(=N\NC(=O)c1ccc(N2CCCC2=O)cc1)c1ccncc1,-12,0,-2,12,-34,-7,1.7,0.1,11,-1,7
Cn1ncc(Cl)c1C(=O)N1CCN(S(=O)(=O)c2cccs2)CC1,5,5,-11,8,11,-17,0.5,0.0,7,2,-5
C#Cc1ccc(NC(=O)C2(C)CCN2C(=O)c2cc(C)n(C)n2)cc1 (centres undefined),12,.,-8,6,-23,4,-0.5,-0.3,2,.,-9
CCOc1ccccc1C(=O)OCC(=O)Nc1cccc(S(=O)(=O)NC2=NCCCCC2)c1,7,11,9,13,1,3,-3.0,-0.2,2,.,6
N#C/C(=C\c1ccc([N+](=O)[O-])cc1)c1nc(C2CC2)cs1,-21,-36,-88,-129,-41,-46,3.9,0.1,-139,0,7

# Later entries:
molecule,TWEAK Fn14 block,MITF TRPM1 inh,Shn3 3UTR inh,HIF-2a inh,NR2E3 ag-1,CF NFkB inh,iPSC survival up,aDG glyco up,Peg3 prom inh,NR2E3 ag-2,KKLEB cytotox
Oc1ccccc1Nc1ncnc2c1oc1ccccc12,-35,-14,-43,-83,-36,2,-3.9,-0.3,-93,-1,3
CCOC(=O)C1CCCN(S(=O)(=O)c2ccc3c(c2)N(C)C(=O)CC(=O)N3C)C1 (centres undefined),-6,5,-10,15,-16,6,0.1,-0.4,-7,-2,15
CCn1cc(/C=C(\NC(=O)c2ccccc2)C(=O)N2CCOCC2)c2ccccc21,-1,24,14,8,-6,-25,0.3,0.1,-6,.,10
NC(=O)c1ccc(C(=O)c2ccc([N+](=O)[O-])cc2)cc1,0,20,-7,7,-21,-10,-0.5,0.3,2,2,20
CC(=O)Nc1ccc(NS(=O)(=O)c2ccc(Cl)s2)cc1,-9,-5,-1,5,-2,0,0.0,-0.1,13,1,5
O=C(NCCCc1ccccc1)C(=O)c1c[nH]c2ccccc12,-1,-22,-17,-160,-32,6,1.8,0.0,-77,-1,-22
COc1ccc2c(c1)c(CC(=O)OCC(=O)O)c(C)n2C(=O)c1ccc(Cl)cc1,-9,5,-15,-10,-1,1,-0.1,0.0,-2,1,1
C=CCNC(=S)NNC(=O)c1cc(O)ccc1O,-14,-1,9,13,-47,10,-0.6,-0.3,-1,0,-1
COc1ccccc1N1CCN(C(=O)c2cc3c(s2)CCC3)CC1,11,2,-8,12,-41,-1,4.1,-0.3,10,-1,-16
Oc1ccc(Nc2nc(-c3ccc4ccccc4c3)cs2)cc1,76*,8,63,-267,-54,-12,-3.2,-0.6,-170,2,4
Cc1cccc(N(CC(N)=O)C2SC(=O)N(c3ccccc3)C2=O)c1 (centres undefined),-4,10,-23,4,-20,8,0.4,-0.2,-6,3,7
CCCCN(CC)CCNC(=O)C1c2cc(OC)c(OC)cc2C(=O)N2CCc3ccccc3C12 (centres undefined),-14,-3,4,4,-21,-6,-2.1,-0.1,4,-1,12
O=C(Cc1ccsc1)Nc1ccc2c(c1)OCO2,1,-32,-10,-164,-21,-11,-0.2,0.0,-68,9,-3
Cc1cc(C)nc(SCC(=O)OC(C)C(=O)Nc2ccccc2)n1 (centres undefined),-8,1,-11,-3,3,20,-0.4,-0.3,11,-4,1
Cc1cc(C)nc(SCc2cc(=O)c(OC(=O)c3ccc(Cl)c([N+](=O)[O-])c3)co2)n1,-1,17,-26,4,-18,0,-2.1,-0.2,32,-1,15
CC(=O)N1c2ccc(S(=O)(=O)N3CCC(C(=O)NC4CCCCC4)CC3)cc2CC1C (centres undefined),1,5,-3,11,-1,-13,0.0,-0.1,11,-1,8
COCCCN(C(=O)c1cccnc1SC)c1c(N)n(Cc2ccccc2)c(=O)[nH]c1=O,-17,-11,9,-30,-34,11,-0.2,0.0,-11,0,-1
Cc1cccc(S(=O)(=O)Nc2nc3ccccc3nc2NCC2CCCO2)c1 (centres undefined),3,2,8,6,3,10,-0.4,1.5,-1,1,-9
COc1ccc(C(=O)Nc2ccc3nc(C)sc3c2)cc1S(=O)(=O)N1CCOCC1,-13,.,11,8,-12,-9,1.5,0.0,1,.,-4
O=S(OCCN1CCCC1)C(c1ccccc1)c1ccccc1 (centres undefined),11,12,5,3,24,31,-0.6,0.9,16,.,-6
COc1ccc(C(=O)NCCCN=C2NS(=O)(=O)c3ccccc32)cc1,2,13,9,15,-3,-4,-0.6,0.0,8,4,1

# Some of the entries so far, field by field:
mol: Cc1cccc(S(=O)(=O)Nc2nc3ccccc3nc2NCC2CCCO2)c1 (centres undefined)
- TWEAK Fn14 block: 3
- MITF TRPM1 inh: 2
- Shn3 3UTR inh: 8
- HIF-2a inh: 6
- NR2E3 ag-1: 3
- CF NFkB inh: 10
- iPSC survival up: -0.4
- aDG glyco up: 1.5
- Peg3 prom inh: -1
- NR2E3 ag-2: 1
- KKLEB cytotox: -9

mol: COc1ccc(C(=O)Nc2ccc3nc(C)sc3c2)cc1S(=O)(=O)N1CCOCC1
- TWEAK Fn14 block: -13
- MITF TRPM1 inh: .
- Shn3 3UTR inh: 11
- HIF-2a inh: 8
- NR2E3 ag-1: -12
- CF NFkB inh: -9
- iPSC survival up: 1.5
- aDG glyco up: 0.0
- Peg3 prom inh: 1
- NR2E3 ag-2: .
- KKLEB cytotox: -4

# Bioassay records as filed in PubChem BioAssay.

# An unsorted share of the library; 4.4% or so of the library scored in one or more.
